LAP4-GFP MLPCN = alters LAP4-GFP fluorescence in TOR pathway yeast screen; AID 2023; S. cerevisiae LAP4-GFP multiplex, flow cytometry GFP, 3 h; median GFP as percent of DMSO wells; GFP response vs DMSO, % at 10 µM; actives 0.34% (n = 320,000);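 active = GFP response vs DMSO above a set limit, about the screen mean plus 3 SD, cut at about 150% in these data; inconclusive = under 70 cell events counted for the yeast strain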
procasp3 activ = activates human procaspase-3. P42574. recombinant procaspase-3 D3A, Ac-DEVD-pNA absorbance 405 nm. activation, % at 8.5 µM. actives 0.11% (n = 330,000). AID 463141;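 active = activation above the mean of all tested compounds plus 3 SD, cut at about 21% in these data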;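 also: 0% = DMSO alone and 100% = DMSO wells spiked with extra 5 µM PC-3 D3A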
Target sequence (P42574 whole entry D9A/D28A/D175A): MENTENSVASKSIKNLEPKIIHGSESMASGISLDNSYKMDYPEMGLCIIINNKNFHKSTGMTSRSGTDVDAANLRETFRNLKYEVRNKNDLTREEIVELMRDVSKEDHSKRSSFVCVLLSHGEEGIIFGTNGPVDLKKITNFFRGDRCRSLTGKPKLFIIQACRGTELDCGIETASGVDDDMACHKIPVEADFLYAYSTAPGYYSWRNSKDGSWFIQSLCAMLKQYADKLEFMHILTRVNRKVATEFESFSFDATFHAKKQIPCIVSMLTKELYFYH
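Evaluation: percent activation relative to control range; Material: Procaspase-3 D3A mutant, all three cleavage aspartates alanine; Compound: single dose, 8.5 µM nominal compound, 0.8% DMSO; Replication: one well per compound; Signal: absorbance at 405 nm, 0 and 120 min; Schedule: 1 h preincubation plus 2 h reaction at 25 °C.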
CIT2-GFP yeast = alters CIT2-GFP fluorescence in TOR pathway yeast screen | S. cerevisiae CIT2-GFP strain, flow cytometry, 3 h; 100 means same as DMSO wells | GFP response vs DMSO, % at 10 µM | actives 0.065% (n = 320,000);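 active = GFP response relative to DMSO above a set limit, near the screen mean plus 3 SD, cut at about 150% in these data; inconclusive = Fewer than 70 cells measured for a yeast strain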;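 also: ratio of well median GFP fluorescence to mean of DMSO wells on the plate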
proCasp7 act = activates human procaspase-7, counter-screen for procaspase-3 activators. activation, % at 8.5 µM. actives 0.093% (n = 330,000). AID 463210. P55210. recombinant procaspase-7, Ac-DEVD-pNA absorbance 405 nm; D23A/D198A/D206A triple mutant, cannot self-cleave; scale: DMSO 0, 5 µM enzyme 100;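 active = percent activation above the screen-wide mean plus 3 SD, cut at about 25% in these data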
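buffer or medium = Zinc-free HEPES/NaCl buffer, pH 7.4 | material = Procaspase-7 triple mutant (PC-7 D3A) | input = 2 µM procaspase-7 mutant as dispensed | signal = Epi-absorbance of released pNA at 405 nm, two timepoints | timing = 1 h preincubation, 2 h reaction | replicates = singlicate compound testing | evaluation = % activation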
RPL19A-GFP yeast = alters RPL19A-GFP fluorescence in TOR pathway yeast screen; S. cerevisiae RPL19A-GFP strain, flow cytometry, 3 h; hits give low values; percent response vs DMSO, % at 10 µM; AID 2025; actives 0.3% (n = 330,000);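 active = percent response vs DMSO below 50%; inconclusive = fewer than 70 events counted for the yeast strain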;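 also: median channel GFP fluorescence of the barcoded RPL19A-GFP strain; ratio of sample median GFP to plate DMSO average so 100% = DMSO; lower means less RPL19A-GFP as with rapamycin TOR inhibition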
AHR act = human AHR activation. AHR-responsive luciferase reporter cells, luminescence. actives 2.5% (n = 320,000). activation, % at 5 µM. AID 2796; in the data active = activation above about 47%;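 also: 0% = vehicle wells and 100% = reference agonist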
Target sequence (P35869 whole entry, looked up): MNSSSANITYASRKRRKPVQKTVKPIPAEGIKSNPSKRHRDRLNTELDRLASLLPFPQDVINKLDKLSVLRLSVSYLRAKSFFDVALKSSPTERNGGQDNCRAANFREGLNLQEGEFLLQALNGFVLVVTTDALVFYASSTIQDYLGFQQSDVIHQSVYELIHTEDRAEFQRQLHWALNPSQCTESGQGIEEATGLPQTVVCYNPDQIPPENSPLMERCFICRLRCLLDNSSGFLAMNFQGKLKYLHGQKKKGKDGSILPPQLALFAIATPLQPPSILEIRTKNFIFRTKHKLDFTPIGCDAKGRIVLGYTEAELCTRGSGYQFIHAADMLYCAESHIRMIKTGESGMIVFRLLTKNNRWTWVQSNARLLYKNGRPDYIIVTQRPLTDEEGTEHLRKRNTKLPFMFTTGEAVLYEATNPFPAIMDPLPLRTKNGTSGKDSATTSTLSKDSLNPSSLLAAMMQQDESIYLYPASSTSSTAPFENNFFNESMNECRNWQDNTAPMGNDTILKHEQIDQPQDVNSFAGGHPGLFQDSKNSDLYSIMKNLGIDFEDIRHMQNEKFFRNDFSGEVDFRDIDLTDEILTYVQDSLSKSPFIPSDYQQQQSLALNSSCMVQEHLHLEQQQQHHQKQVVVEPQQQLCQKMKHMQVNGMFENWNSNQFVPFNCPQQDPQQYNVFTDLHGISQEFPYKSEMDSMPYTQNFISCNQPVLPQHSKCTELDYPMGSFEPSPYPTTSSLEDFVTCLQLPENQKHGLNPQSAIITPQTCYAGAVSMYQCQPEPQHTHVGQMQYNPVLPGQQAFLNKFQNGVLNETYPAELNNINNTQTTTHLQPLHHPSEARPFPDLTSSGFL
MEP2 TOR yeast = yeast TOR pathway MEP2-GFP modulation. S. cerevisiae MEP2-GFP strain, flow cytometry GFP, 3 h; 100% = DMSO control level. GFP response vs DMSO, % at 10 µM. actives 0.51% (n = 330,000). AID 2016;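 active = GFP response versus DMSO above a set limit, roughly screen mean plus 3 SD, cut at about 180% in these data; inconclusive = fewer than 70 cells counted for a yeast strain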;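 also: median GFP fluorescence of the barcode-gated MEP2-GFP cells per well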
AGP1-GFP MLPCN = yeast TOR pathway AGP1-GFP modulation; S. cerevisiae AGP1-GFP multiplex flow cytometry, 3 h; GFP as percent of DMSO wells; GFP response vs DMSO, % at 10 µM; actives 0.02% (n = 320,000); AID 2066;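 active = GFP response relative to DMSO above a set limit, near screen average plus 3 SD, cut at about 150% in these data; inconclusive = fewer than 70 cells counted for the yeast strain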;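 also: median GFP channel fluorescence of the gated AGP1 strain per well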
Starred values were filed as active, the others as inactive; ? = inconclusive; / = no result given; [ ] = remark or other dose.

nr | SMILES | LAP4-GFP MLPCN | procasp3 activ | CIT2-GFP yeast | proCasp7 act
1 | CSCC[C@H](NC(=O)N1CCn2c1nc1ccccc12)C(=O)NCc1ccc2c(c1)OCO2 | 95 | 3 | 106 | 3
2 | Fc1ccccc1-c1nc2ncccc2o1 | 101 | 3 | 99 | -2
3 | CC(Cc1cccs1)NC(=O)Nc1cccc(Cl)c1 (stereo not drawn) | 101 | 1 | 96 | 4
4 | Cc1ccc(S(=O)(=O)N(C)C)cc1NC(=O)CSc1nnnn1-c1ccc(O)cc1 | 104 | 1 | 93 | 10
5 | Cn1ccc(C(=O)NC(=S)Nc2ccc([N+](=O)[O-])cc2O)n1 | 66 | / | 99 | /
6 | O=C(CCNC(=O)N1CCn2c1nc1ccccc12)NCc1ccc(Cl)cc1 | 91 | 8 | 100 | 4
7 | CN(C)C(CNC(=O)c1ccc(Br)cc1)c1ccco1 (stereo not drawn) | 95 | 4 | 116 | 5
8 | O=[N+]([O-])c1ccc(O)c(C=Nc2ccc3c(c2)OCCO3)c1 | 97 | -1 | 113 | -8
9 | O=C(CSc1ccc(Cl)cc1)Nc1cccc(NC(=O)c2ccco2)c1 | 108 | 4 | 103 | 6
10 | COC(=O)c1cc(C(=O)OC)n(Cc2ccc(Cl)cc2Cl)n1 | 116 | 1 | 99 | -9
11 | Cc1csc(NC(=O)c2cc(=O)[nH]c3ccccc23)n1 | 102 | -2 | 93 | 1
12 | Nc1c(C(=O)c2ccc(Br)s2)oc2ccccc12 | 132 | -31 | 93 | -21

nr | RPL19A-GFP yeast | AHR act | MEP2 TOR yeast | AGP1-GFP MLPCN
1 | 98 | 4 | 98 | 108
2 | 99 | -4 | 109 | 103
3 | 104 | 3 | 104 | 103
4 | 95 | 1 | 94 | 99
5 | 117 | / | 103 | 104
6 | 100 | -1 | 102 | 102
7 | 108 | 4 | 110 | 105
8 | 99 | 8 | 86 | 95
9 | 101 | 2 | 104 | 104
10 | 100 | -1 | 103 | /
11 | 96 | 19 | 97 | 102
12 | 96 | 68* | 96 | 83

Compounds shown so far containing a furan ring, fused or not:
nr | SMILES | LAP4-GFP MLPCN | procasp3 activ | CIT2-GFP yeast | proCasp7 act
7 | CN(C)C(CNC(=O)c1ccc(Br)cc1)c1ccco1 (stereo not drawn) | 95 | 4 | 116 | 5
9 | O=C(CSc1ccc(Cl)cc1)Nc1cccc(NC(=O)c2ccco2)c1 | 108 | 4 | 103 | 6
12 | Nc1c(C(=O)c2ccc(Br)s2)oc2ccccc12 | 132 | -31 | 93 | -21

nr | RPL19A-GFP yeast | AHR act | MEP2 TOR yeast | AGP1-GFP MLPCN
7 | 108 | 4 | 110 | 105
9 | 101 | 2 | 104 | 104
12 | 96 | 68* | 96 | 83

Continued:
nr | SMILES | LAP4-GFP MLPCN | procasp3 activ | CIT2-GFP yeast | proCasp7 act
13 | O=C(N/N=C/c1cc2c(cc1Cl)OCO2)c1cc(-c2ccccc2)n[nH]1 | 60[may fluoresce violet] | 0 | ? | 5
14 | CC(C)c1ccc(-c2nc3ccccc3s2)cc1 | 86 | 7 | 84 | -7
15 | Cc1ccc(C)c(S(=O)(=O)NCC(=O)Nc2sc3c(c2C(N)=O)CCC(C)C3)c1 (stereo not drawn) | 101 | -2 | 117 | -11
16 | O=C(COC(=O)c1ccc([N+](=O)[O-])s1)NC(=O)NCc1ccccc1 | 101 | 14 | 105 | -12
17 | O=C(Cc1ccccc1F)NC1CCCN(Cc2ccc(Cl)cc2)C1 (stereo not drawn) | 85 | 3 | 99 | 2
18 | O=C(CSc1nnc(NC(=O)c2ccccc2Cl)s1)Nc1ccc2c(c1)oc1ccccc12 | 90 | -3 | 89 | -1
19 | C=CCN1C(=O)OC2(CCCCC2)C1(C)O (stereo not drawn) | 97 | -2 | 109 | 3
20 | COc1ccc(/C=C2\N=C(SC)N(C)C2=O)cc1 | 111 | -4 | 87 | -19
21 | COc1ccc(CN(CC(=O)NCc2ccco2)C(=O)CCC(=O)Nc2nccs2)cc1 | 105 | 0 | 95 | 10
22 | CN(C)Cc1c(O)ccc2c(=O)c(-c3ccccc3Cl)c(C(F)(F)F)oc12 | 93 | 0 | 102 | -6
23 | Cn1nnnc1SCc1ccc([N+](=O)[O-])cc1 | 89 | 1 | 104 | -3
24 | CC(Oc1ccccc1Cl)C(=O)N(Cc1cccs1)C1CCS(=O)(=O)C1 (stereo not drawn) | 92 | -2 | 99 | -8

nr | RPL19A-GFP yeast | AHR act | MEP2 TOR yeast | AGP1-GFP MLPCN
13 | 59[may fluoresce violet] | 34 | 149[may fluoresce violet] | ?
14 | 94 | 23 | 95 | 97
15 | 102 | 6 | 107 | 97
16 | 104 | -3 | 104 | 104
17 | 98 | -1 | 96 | 95
18 | 102 | 30 | 101 | 92
19 | 104 | 1 | 105 | 103
20 | 98 | 13 | 105 | 89
21 | 100 | 4 | 101 | 104
22 | 103 | -1 | 107 | 98
23 | 100 | -4 | 93 | 98
24 | 104 | 1 | 96 | 102

Next compounds:
nr | SMILES | LAP4-GFP MLPCN | procasp3 activ | CIT2-GFP yeast | proCasp7 act
25 | Cc1ccc(N2C(=O)CC(NNc3nc4ccccc4s3)C2=O)cc1C (stereo not drawn) | 101 | -10 | 101 | -5
26 | CCN(CC)CCn1c2ccccc2c2nc3ccccc3nc21 | 109 | 4 | 99 | -1
27 | Cc1ccc(CCNC(=O)CN(C)S(=O)(=O)c2ccc3c(c2)c(=O)n(C)c(=O)n3C)cc1 | 104 | 3 | 96 | 4
28 | O=C(COC(=O)c1ccccc1C(=O)OCC(=O)NCCc1c[nH]c2ccccc12)NCCc1c[nH]c2ccccc12 | 155* | 4 | 131 | -7
29 | CC1(C)CC(=O)N(CC(=O)NC2CCCC2)c2ccccc2S1(=O)=O | 102 | 1 | 99 | 8
30 | O=C(CN1CCN(Cc2ccccc2Cl)C1=O)NCCCN1CCOCC1 | 107 | 4 | 91 | -6
31 | CC(C)OC(=O)C1C(=O)CC(C)(O)C(C(=O)OC(C)C)C1c1ccc(F)cc1 (stereo not drawn) | 84 | -3 | 62 | -2
32 | Cc1cc(-n2ccc(=O)[nH]c2=O)nc(-c2ccccc2)n1 | 103 | 5 | 110 | 18
33 | COC(=O)[C@]1(Cc2ccccc2)N[C@H](CN(C)C(=O)C2CCCCC2)[C@@H]2C(=O)N(C)C(=O)[C@@H]21 | 105 | 2 | 101 | -4
34 | Cc1ccc(C)c(S(=O)(=O)N2CCN(C(=O)CCc3c[nH]c4ccccc34)CC2)c1 | 99 | 0 | 98 | -2
35 | CCN(CC(=O)Nc1ccc(OC)cc1)C(=O)CCS(=O)(=O)c1ccc(C)cc1 | 91 | 1 | 95 | 0
36 | CCCP(=O)(CC(=O)O)c1ccccc1 (stereo not drawn) | 99 | -2 | 104 | -2

nr | RPL19A-GFP yeast | AHR act | MEP2 TOR yeast | AGP1-GFP MLPCN
25 | 101 | 13 | 107 | 97
26 | 100 | 64* | 111 | 95
27 | 100 | -2 | 101 | 102
28 | 97 | -4 | 95 | 96
29 | 98 | 1 | 103 | 101
30 | 99 | 0 | 93 | 99
31 | 101 | -2 | 92 | 72
32 | 100 | 46 | 105 | 101
33 | 101 | 0 | 105 | 107
34 | 96 | 5 | 102 | 92
35 | 95 | 2 | 95 | 96
36 | 102 | -1 | 94 | 107

Quoted from above, nos. 29 to 31
nr | SMILES | LAP4-GFP MLPCN | procasp3 activ | CIT2-GFP yeast | proCasp7 act
29 | CC1(C)CC(=O)N(CC(=O)NC2CCCC2)c2ccccc2S1(=O)=O | 102 | 1 | 99 | 8
30 | O=C(CN1CCN(Cc2ccccc2Cl)C1=O)NCCCN1CCOCC1 | 107 | 4 | 91 | -6
31 | CC(C)OC(=O)C1C(=O)CC(C)(O)C(C(=O)OC(C)C)C1c1ccc(F)cc1 (stereo not drawn) | 84 | -3 | 62 | -2

nr | RPL19A-GFP yeast | AHR act | MEP2 TOR yeast | AGP1-GFP MLPCN
29 | 98 | 1 | 103 | 101
30 | 99 | 0 | 93 | 99
31 | 101 | -2 | 92 | 72

Additional results.
nr | SMILES | LAP4-GFP MLPCN | procasp3 activ | CIT2-GFP yeast | proCasp7 act
37 | COC(=O)c1sc(N2CCCCC2)c(C#N)c1N | 115 | -1 | 84 | 5
38 | COC(=O)C1=C(C)NC2=C(C(=O)CC(C)(C)C2)C1c1cn(Cc2ccc(Br)cc2)nc1-c1ccccc1 (stereo not drawn) | 94 | 10 | 99 | 3
39 | CN1CCN(CCC=C2c3ccccc3Sc3ccc(S(=O)(=O)N(C)C)cc32)CC1 | 131 | 2 | 85 | 6
40 | COc1ccccc1CCNC(=O)C1CCCO1 (stereo not drawn) | 102 | 8 | 92 | -4
41 | COc1ccc(-c2ccc(=O)n(Cc3c(F)cccc3Cl)n2)cc1 | 111 | -3 | 103 | 0
42 | Cc1ccc2c(c1)N(CCC(=O)NC1CCCCC1C)C(=O)CO2 (stereo not drawn) | 98 | 10 | 104 | 1
43 | O=C(OCC(=O)N1CCCCCC1)c1n[nH]c(=O)c2ccccc12 | 102 | 1 | 108 | 4
44 | Cc1ccc(NC(=S)NCCc2ccc(S(N)(=O)=O)cc2)c(C)c1 | 85 | 9 | 85 | 8
45 | Cc1nn(C)c(Cl)c1CN1CCC(n2nccc2NC(=O)C2CCCC2)CC1 | 68 | / | 111 | /
46 | COc1ccccc1C(=O)NC(CCSC)C(=O)OCC(=O)c1ccc[nH]1 (stereo not drawn) | 102 | -4 | 97 | 1
47 | CC1(C)Cc2c(C#N)c(NCCO)nc(-c3ccco3)c2CO1 | 114 | 1 | 98 | 3
48 | CCCCC(=O)Nc1cccc(C(C)O)c1 (stereo not drawn) | 99 | 1 | 85 | 4

nr | RPL19A-GFP yeast | AHR act | MEP2 TOR yeast | AGP1-GFP MLPCN
37 | 92 | 6 | 96 | 101
38 | 97 | 4 | 100 | 100
39 | 101 | -1 | 99 | 92
40 | 98 | -1 | 95 | 103
41 | 106 | 32 | 116 | 102
42 | 110 | 2 | 109 | 103
43 | 99 | 0 | 108 | 107
44 | 90 | 0 | 86 | 89
45 | 104 | / | 94 | 88
46 | 109 | -3 | 96 | 111
47 | 100 | 1 | 105 | 97
48 | 94 | 4 | 91 | 90

(list continues)
nr | SMILES | LAP4-GFP MLPCN | procasp3 activ | CIT2-GFP yeast | proCasp7 act
49 | O=C(Cn1c(=O)cnc2ccccc21)Nc1ccccc1N1CCOCC1 | 95 | 5 | 94 | -5
50 | O=C(NCCc1ccc(F)cc1)C1CCCCC1 | 89 | 6 | 96 | 1
51 | Cc1ccc(NC(=O)COC(=O)c2ccc(S(=O)(=O)NCc3ccco3)cc2)cc1 | 108 | -3 | 93 | -5
52 | COc1cccc(C2c3c(oc4ccccc4c3=O)C(=O)N2CCCN(C)C)c1OC (stereo not drawn) | 87 | -3 | 98 | -18
53 | COc1ccc(NS(=O)(=O)c2cc(NC(=O)c3ccncc3)ccc2N2CCOCC2)cc1 | 101 | -1 | 96 | 3
54 | CCOC(=O)CCc1cnccc1-c1cccc(OC)c1O | 106 | 1 | 96 | 1

nr | RPL19A-GFP yeast | AHR act | MEP2 TOR yeast | AGP1-GFP MLPCN
49 | 76 | 3 | 93 | 91
50 | 104 | -2 | 114 | 93
51 | 99 | 0 | 96 | 104
52 | 93 | 1 | 97 | 92
53 | 99 | 5 | 106 | 103
54 | 98 | -1 | 116 | 103
